High-throughput results deposited in PubChem by several laboratories.
SF1 activator: SF-1 (human) activation | Q13285 | CHO-K1 Gal4-SF-1 LBD luciferase reporter; % increase over DMSO SF-1-specific signal | activation, % at 10 µM | 65,000 tested, 1.9% active;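 active = activation above the mean activation of all tested compounds plus 3 SD, cut at about 50% in these data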
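Test system: transient Gal4-SF-1 LBD reporter, CHO-K1; Amount: 4,000 CHO-K1 cells per well; Doses: 10 µM only; Timing: compound exposure 20 h at 37 °C; Signal: luciferase light emission; Read-out basis: percent activation relative to DMSO median and mock-transfected background; Control set: DMSO negative control and −SF1 background wells; Replicates: one test per compound.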
5HT1E antag: antagonists of human 5-HT1E serotonin receptor | 65,000 tested, 0.99% active | AID 571 | P28566 | CHO 5-HT1E Ga15 NFAT-bla reporter, FRET, antagonist | inhibition, % at 6 µM;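 active = inhibition above a set limit, the mean inhibition across every tested compound plus 3 SD, cut at about 29% in these data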;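 also: signal is the 460 over 535 nm emission ratio of beta-lactamase substrate; 0% = agonist plus DMSO wells and 100% = wells without agonist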
Ecoli tolC: growth inhibitors of E. coli BW25113 tolC mutant; OD615; 65,000 tested, 2.2% active; AID 573; growth inhibition, % at 10 µM (by protocol);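 active = growth inhibition at or above a cutoff equal to the mean over every tested compound plus 3 SD, cut at about 60% in these data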;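 also: growth measured after 20 h incubation at 37 °C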
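Doses: one dose of 10 µM final / Material: E. coli BW25113 ΔtolC::kan, tolC deletion mutant strain / Buffer or medium: LB with kanamycin 50 µg/mL / Evaluation: percent growth inhibition / Detection: optical density read at 615 nm / Incubation: 37 °C, 20 h exposure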
RORA act: activators of human nuclear receptor RORA. activation, % at 10 µM. 65,000 tested, 1.5% active. CHO-K1 Gal4-RORA LBD luciferase reporter, luminescence; percent increase over mock-subtracted basal signal. AID 560;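 active = activation above the mean of all tested compounds plus 3 SD, cut at about 49% in these data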;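 also: 0% = DMSO-treated RORA cells and 100% = added signal equal to DMSO minus mock-transfected cells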
Target sequence (P35398 whole entry, looked up, the tested form may be a part): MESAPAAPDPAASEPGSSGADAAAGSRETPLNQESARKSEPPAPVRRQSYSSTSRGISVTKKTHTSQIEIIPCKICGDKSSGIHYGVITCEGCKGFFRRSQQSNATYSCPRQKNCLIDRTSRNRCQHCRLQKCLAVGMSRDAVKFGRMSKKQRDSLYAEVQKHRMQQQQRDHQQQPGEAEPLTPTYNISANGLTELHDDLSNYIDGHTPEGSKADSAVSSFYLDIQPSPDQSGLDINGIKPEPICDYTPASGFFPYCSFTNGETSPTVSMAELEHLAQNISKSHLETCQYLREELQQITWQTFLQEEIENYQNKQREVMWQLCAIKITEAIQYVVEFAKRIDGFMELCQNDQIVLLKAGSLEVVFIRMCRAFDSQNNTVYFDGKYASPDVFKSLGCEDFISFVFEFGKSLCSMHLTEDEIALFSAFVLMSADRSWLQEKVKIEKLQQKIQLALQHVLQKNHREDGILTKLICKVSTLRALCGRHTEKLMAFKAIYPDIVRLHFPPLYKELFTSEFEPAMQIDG
S1P1 ag pot: S1P1 (human) agonism or agonism potentiation. P21453. S1P1 CRE-bla cells, forskolin, beta-lactamase FRET, potentiator mode; S1P1 agonist co-added at EC20, 2 nM; 100% = saturating reference agonist, 0% = basal. AID 449. activation, % at 9.5 µM. 56,000 tested, 0.57% active;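 active = activation above a cutoff set at the mean activation of all tested compounds plus 3 SD, cut at about 54% in these data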;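 also: forskolin at 4 µM as EC80 and the EC20 agonist is SEW2871; 100% = SEW2871 at its EC100 plus forskolin at EC80; some compounds past the cut are filed as inactive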
S1P3 ag: S1P3 (human) receptor agonism. Q99500. S1P3 NFAT-BLA reporter cells, FRET ratio; relative to 1 µM S1P, basal subtracted. activation, % at 4.5 µM. 60,000 tested, 0.1% active;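 active = activation above the screen-wide mean plus 3 SD, cut at about 4.5% in these data, passing the limit was not always enough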; also: some compounds called inactive have numbers as strong as hits
Target sequence (Q99500 whole entry, looked up): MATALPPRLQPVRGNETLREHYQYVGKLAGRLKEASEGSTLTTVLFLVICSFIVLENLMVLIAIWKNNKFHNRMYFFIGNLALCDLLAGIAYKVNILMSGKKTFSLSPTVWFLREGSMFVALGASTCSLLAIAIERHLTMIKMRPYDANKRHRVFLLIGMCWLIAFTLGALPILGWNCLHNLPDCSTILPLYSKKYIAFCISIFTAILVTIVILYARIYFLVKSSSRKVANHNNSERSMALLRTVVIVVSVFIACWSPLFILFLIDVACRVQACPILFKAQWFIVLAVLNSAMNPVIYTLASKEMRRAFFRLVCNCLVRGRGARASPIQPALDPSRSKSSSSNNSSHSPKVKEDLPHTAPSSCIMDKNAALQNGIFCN
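material = human S1P3 NFAT-BLA reporter CHO cells | schedule = 4 h compound at 37 °C, 2 h substrate at RT | measured by = fluorescent BLA substrate, ex 405 nm, em 460/535 nm ratio | controls = 1 µM S1P reference | replication = primary once, confirmation triplicate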
5HT1E ag: 5-HT1E (human) receptor agonism; activation, % at 6 µM; P28566; AID 574; CHO 5-HT1E Ga15 NFAT-bla reporter, FRET; 0% DMSO wells, 100% control agonist wells; 65,000 tested, 0.69% active;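 active = activation above a set limit, the screen-wide mean activation plus 3 SD, cut at about 8.5% in these data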;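 also: 100% = positive control agonist at 1 µM giving full maximal response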
5HT1a antag: blocks the human serotonin 5-HT1a receptor. P08908. CHO 5-HT1a Ga15 NFAT-bla reporter, antagonist mode. inhibition, % at 10 µM. 62,000 tested, 0.68% active. AID 612;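 active = inhibition above the mean of all tested compounds plus 3 SD, cut at about 43% in these data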;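 also: receptor stimulated by 5-CT agonist at 100 nM near EC80; beta-lactamase reporter measured by ratiometric fluorescence of a cleavable substrate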
AP ELISA ortho: orthogonal test for alternative complement pathway inhibitors | Human serum alternative complement pathway, LPS-coated ELISA, C3 deposition; tested in compound mixtures | inhibition, % at 5 µM | 62,000 tested, 0.08% active;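 active = inhibition above 30% in each of the two pooled mixtures holding the compound, so the lower value exceeds 30%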;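 also: 0% = serum in Mg-EGTA without compound and 100% = EDTA serum blank; some compounds past the cut are filed as inactive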
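Test system: human serum alternative complement pathway, C3 deposition on LPS-coated wells; also added: Plate-bound LPS; doses: 5 µM per compound in ten-compound mixtures; schedule: 1 h at 37 °C; detection: Anti-C3 ELISA, OD 450 nm; evaluation: percent inhibition of C3 deposition onto LPS; repeats: two pool placements per compound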
* marks the source's active call; other numbers are inactive results; nt = not tested or not shown.

SMILES	SF1 activator	5HT1E antag	Ecoli tolC	RORA act	S1P1 ag pot	S1P3 ag	5HT1E ag	5HT1a antag	AP ELISA ortho
CN(C)c1ccc(CN(C(=O)COc2ccccc2)C2CCS(=O)(=O)C2)cc1 (centres undefined)	-12	-8	9	11	-20	-0.5	0.5	-7	-18
COc1ccc(-n2c(Cc3cccn3C)nnc2SCC(=O)Nc2cccc(NC(C)=O)c2)cc1	-12	-10	3	-6	-40	1.3	0.1	-2	10
COc1cc(/C=N\n2nnnc2N)ccc1OCc1ccc(F)cc1	-7	7	-6	1	-19	-0.3	-0.1	-36	24
O=C(O)c1cc(NCc2cccs2)ccc1N1CCOCC1	-6	-5	-18	3	-15	-0.8	0.9	-4	18
NC(=O)c1c(NC(=O)CN2CCCC2)sc2c1CCCC2	-6	-3	0	-5	-7	1.0	-0.5	-7	6
Cc1noc(C)c1S(=O)(=O)N1CCC(C(=O)N2CCN(c3ccccc3Cl)CC2)CC1	9	5	1	19	nt	nt	0.7	7	19
CCN(CC)S(=O)(=O)c1ccc(-c2nnc(SCC(=O)Nc3ccc4c(c3)OCO4)o2)cc1	5	-4	-10	10	5	-0.2	-0.8	-2	10
Cc1cc(C)nc(N2CCCC(C(=O)Nc3ccc4nc(C)c(C)nc4c3)C2)n1 (centres undefined)	1	13	11	-10	-19	1.2	-0.3	-6	7
O=C(CSc1nnc(-c2cccnc2)n1C1CCCCC1)NC1CCCCC1	-11	10	-14	-20	1	-0.1	-0.3	-3	1
COCCN1C(=O)c2ccccc2C(C(=O)N2CCN(c3ccccn3)CC2)C1c1ccc(F)cc1 (centres undefined)	3	-13	0	-25	nt	nt	0.3	6	13
CC1(C)OC(=O)C(=CNCC(O)c2ccccc2)C(=O)O1 (centres undefined)	-11	1	-12	2	8	-1.1	0.2	10	5
Nn1cnnc1SC1CCCCC1NS(=O)(=O)c1ccccc1 (centres undefined)	-11	9	5	-21	nt	-0.6	-2.0	7	8
Cc1nc2ccccn2c1/C(O)=C1\C(=O)C(=O)N(CCN2CCOCC2)C1c1cccnc1 (centres undefined)	-17	0	-26	0	2	-0.6	-1.1	-13	15
CCOC(=O)N1CCC(NC(=O)C2CCN(S(=O)(=O)N3CCC(C)CC3)CC2)CC1	4	-3	-4	0	6	0.9	0.5	-13	7
N#CCCN(CCC#N)C(=O)c1ccc(Cl)cc1	-5	0	7	-8	nt	nt	-4.3	-3	1
COc1cc(NC(=O)c2cc3sccc3n2C)cc(OC)c1	106*	6	26	61*	18	0.0	0.8	5	4
O=S1(=O)CCN2C(=N1)Sc1c2ccc2c1CCCC2	25	-1	9	-4	3	0.8	0.5	-20	20
O=c1c2[nH]c3ccccc3c2ncn1CCC1=CCCCC1	26	-7	-16	20	-4	0.0	0.0	1	24
COC(=O)c1cccc(COC(=O)CNC(=O)c2ccco2)c1	-7	10	-13	-7	-21	0.2	-0.4	10	12
CC(C)Oc1ccccc1C1CC(=O)Nc2cc3c(cc21)OCCO3 (centres undefined)	-39	63*	20	-28	-24	-2.3	-1.1	50*	15
O=S(=O)(Nc1ccc2c(c1)OCO2)c1cccs1	-7	-4	1	7	11	-1.1	-2.0	-2	-2
Cc1ccc(NC(=O)C(C)N2C(=O)C3CC=C(Cl)CC3C2=O)cc1 (centres undefined)	8	18	-10	0	8	-1.4	-0.7	15	17
Cc1cnc(C(=O)Nc2nnc(C)s2)cn1	1	-8	-9	-2	-7	0.0	-0.3	-1	-12
Cc1ccc(Nc2cc(C)nc3ncnn23)c(Cl)c1	22	-5	-10	6	-19	1.0	0.8	-6	22
COc1ccc(-c2nc(CCNC(=O)c3ccco3)cs2)cc1OC	-3	18	43	4	-31	0.0	-0.5	5	6
O=C1CC(Cc2ccccc2)C(=O)N1CCc1ccc2c(c1)OCO2 (centres undefined)	18	-4	9	-24	12	-0.9	-0.3	7	14
C=COCCNC(=O)Nc1ccc(Cl)c(Cl)c1	19	-3	23	6	9	0.0	0.1	1	-15
CCOC(=O)CC(=O)CSc1ncnc2c1oc1ccccc12	-4	-1	-3	-18	-10	-0.3	0.0	-13	-5
Cc1ccc(NC(=O)c2noc3c2CCCCC3)cc1	35	-6	4	56*	11	-0.1	0.7	7	2
CCOC(=O)C(C)Sc1nc(-c2ccc(OC)cc2)nc2c1c(=O)n(C)c(=O)n2C (centres undefined)	0	1	-7	-4	2	-0.4	0.7	-1	12
Cn1c(-n2c(CCN3C(=O)c4ccccc4C3=O)nc3ccccc3c2=O)nc2ccccc21	16	2	24	57*	-20	-0.7	0.5	-19	-6
CC(=O)c1cccc(NC(=O)NCc2ccccn2)c1	56*	4	-14	22	nt	-0.8	0.6	8	7
Cc1csc(NC(=O)c2cccc(S(=O)(=O)N3CCCCC3)c2)n1	-1	0	40	-10	-17	0.0	0.1	2	1
CCOc1ccccc1NC(=O)Cn1cnc2c(nnn2-c2cccc(OC)c2)c1=O	-3	-10	-2	-12	-8	-0.9	0.9	2	14
Cn1c(N)c(C(=O)c2cc(-c3ccccn3)nc3ccccc23)c(=O)[nH]c1=O	5	-2	-12	-11	-24	0.8	-0.6	3	7
O=C(O)c1ccc(Cl)c(NC(=O)C2CCCN2S(=O)(=O)c2cccc3nsnc23)c1 (centres undefined)	-13	0	-1	-22	11	-1.3	0.0	5	nt
COc1ccc2nc(NC(=O)CSc3nnc(-c4ccoc4C)n3C)sc2c1	-7	-4	-10	107*	10	-0.3	1.0	-19	7
c1ccc2cc3[nH]c(CN4CCCCC4)nc3cc2c1	11	-3	1	44	-13	-0.1	3.3	-6	17
COc1ccc2noc3c2c1C(=O)c1ccccc1-3	7	-5	23	-8	-86	-0.4	0.9	-1	22
COc1cccc(N2CC(C(=O)NC3CCCCC3)CC2=O)c1 (centres undefined)	7	17	-4	4	nt	-0.1	-0.3	4	-8
Cc1nc2ccc(Br)cn2c1NC(C)(C)C	-22	-9	16	-20	nt	nt	0.9	0	-5
CCOC(=O)Nc1cc(C)ccc1OC	17	1	-8	23	7	-0.8	0.3	3	0
O=C(O)CSCc1nc2ccccc2s1	16	13	-17	18	3	-1.1	-1.7	13	13
COCCCNC(=O)COc1ccc(S(=O)(=O)Nc2ccccc2)cc1	2	-7	-2	-10	-9	-0.9	0.9	-12	9
Cc1ccc(-c2nnn(CC(=O)Nc3ccc(S(=O)(=O)N4CCC(C)CC4)cc3)n2)cc1	-15	0	13	9	-12	-0.8	2.6	-3	-12

Complete entries as entered above. Order of values: SF1 activator | 5HT1E antag | Ecoli tolC | RORA act | S1P1 ag pot | S1P3 ag | 5HT1E ag | 5HT1a antag | AP ELISA ortho
Cc1ccc(-c2nnn(CC(=O)Nc3ccc(S(=O)(=O)N4CCC(C)CC4)cc3)n2)cc1 in the list: -15 | 0 | 13 | 9 | -12 | -0.8 | 2.6 | -3 | -12
CCOc1ccccc1NC(=O)Cn1cnc2c(nnn2-c2cccc(OC)c2)c1=O in the list: -3 | -10 | -2 | -12 | -8 | -0.9 | 0.9 | 2 | 14
CCOC(=O)Nc1cc(C)ccc1OC in the list: 17 | 1 | -8 | 23 | 7 | -0.8 | 0.3 | 3 | 0
COc1ccc2noc3c2c1C(=O)c1ccccc1-3 in the list: 7 | -5 | 23 | -8 | -86 | -0.4 | 0.9 | -1 | 22

The listing continues:
SMILES	SF1 activator	5HT1E antag	Ecoli tolC	RORA act	S1P1 ag pot	S1P3 ag	5HT1E ag	5HT1a antag	AP ELISA ortho
CCCN(CCC)CCCNC(=O)CS(=O)Cc1nc(-c2ccc(OC)c(OC)c2)oc1C (centres undefined)	2	-4	-2	1	-6	-0.4	-0.4	2	17
O=C(NCC1CCCO1)C1CCN(C(=O)c2ccc(Br)cc2)CC1 (centres undefined)	-4	-3	-8	22	nt	0.0	-0.1	-4	12
COC(=O)c1c(-n2cnnn2)sc(C)c1C	-14	-18	11	-12	5	-0.2	0.5	nt	nt
CC1CCCC(NC(=O)Cn2cc3c(n2)CCCCC3)C1C (centres undefined)	-22	-3	5	-7	-10	-2.3	0.5	2	23
CCOC(=O)CC1=NS(=O)(=O)c2ccccc2N1	-2	1	-31	-15	-14	0.0	0.3	-21	8
CCOC(=O)C1CCN(c2ncnc3c2oc2ccc(Cl)cc23)CC1	11	-11	32	-3	73	-0.2	0.1	3	22
CCOC(=O)c1cnc2nc(C)[nH]n2c1=O	-5	9	-39	-21	-2	-0.7	-0.5	-8	10
COc1cccc(-c2nn(C)c3sc(C(=O)Nc4ccc5c(c4)OCCO5)cc23)c1	80*	-13	12	56*	22	0.8	0.9	-4	17
Cc1[nH]c(=O)[nH]c(=O)c1S(=O)(=O)NCC12CC3CC(CC(C3)C1)C2	-13	14	-4	0	7	-0.4	-0.3	-19	11
CCOC(=O)N1CCN(C(=O)CNC(=O)Cc2ccc(Cl)cc2)CC1	-3	1	10	-2	-17	-0.9	0.7	-2	19
OCC12COC(c3ccccc3)N1C(c1ccccc1)OC2 (centres undefined)	-2	7	8	-10	8	1.0	-0.6	1	3
CCCCOCC(O)CN1CCN(C(C)=O)CC1 (centres undefined)	-11	-1	-2	-7	8	-0.1	-0.1	-5	nt
CCOC(=O)c1cnc(SCC(=O)Nc2nnc(CC)s2)nc1N	-5	4	4	-8	-17	-1.2	0.0	-3	1
O=C(c1ccccc1)N1CCN(CC2CC=CCC2)CC1 (centres undefined)	4	2	-9	10	2	1.2	9.2*	-10	19
Cc1nc2cc(S(=O)(=O)N(C)C)ccc2n1-c1ccccc1	-15	-5	11	-10	4	0.2	-0.1	2	-5
Cc1nc2ccc(NC(=O)N3CCSCC3)cc2nc1C	0	4	-7	-7	nt	nt	-1.5	4	20
COc1ccc(S(=O)(=O)CCC(=O)Nc2c(C)n(C)n(-c3ccccc3)c2=O)cc1	8	3	-10	-21	-23	-0.4	0.5	0	12
Cc1coc(C)c1C(=O)CC1(O)C(=O)N(CCc2ccccc2)c2ccccc21 (centres undefined)	-3	-11	32	-13	-18	0.6	-0.2	-7	11
O=C(COn1nnc2ccc(C(F)(F)F)cc21)Nc1nnc(-c2ccccc2)o1	-4	1	100*	-5	19	-1.5	-0.7	15	-3
CC1(C)Cc2c(C#N)c(N3CCCC3)nc(-c3ccco3)c2CO1	4	11	42	-9	-82	2.0	0.4	1	7
CCCCn1c(C)nc2c(=O)n(C)c(=O)[nH]c21	14	-6	-7	-12	12	0.1	0.3	-14	18
CCC(=O)c1ccc(OCC(O)CN2CCOCC2)cc1 (centres undefined)	-4	1	-5	-11	nt	-0.5	-0.3	-1	17
